Gli-Sufu antag = Gli-Sufu pathway antagonism; AID 588413; hit rate 0.74% among 340,000; Sufu-KO-LIGHT fibroblasts, Gli luciferase reporter luminescence; inhibition, % at 5 µM;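 active means inhibition above about 55%, limit read from the data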;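 further: 0% = DMSO-treated cells and 100% = wells with medium but no cells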
A3G deaminase = APOBEC3G (human) deaminase inhibition | recombinant A3G, ssDNA deamination FAM/TAMRA fluorescence | inhibition, % at 20 µM | hit rate 0.28% among 330,000;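 active means inhibition of at least 40% at 20 µM, with no more than 30% in the related APOBEC3A deaminase screen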;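 further: plate controls were DMSO wells with A3G for no effect and wells lacking A3G enzyme for full effect; some compounds called inactive have numbers as strong as hits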
EBI2 block = antagonists of human EBI2 receptor; EBI2 beta-arrestin recruitment, luminescence, 7a,25-OHC stimulated; inhibition, % at 5 µM; hit rate 0.81% among 360,000; in the data active means inhibition above about 38%;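 further: enzyme fragment complementation signal reports receptor beta-arrestin coupling in cells; 0% = agonist plus DMSO wells and 100% = wells without agonist; some results beyond the cut were filed as inactive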
Target sequence (P32249 whole entry, looked up, the tested form may be a part): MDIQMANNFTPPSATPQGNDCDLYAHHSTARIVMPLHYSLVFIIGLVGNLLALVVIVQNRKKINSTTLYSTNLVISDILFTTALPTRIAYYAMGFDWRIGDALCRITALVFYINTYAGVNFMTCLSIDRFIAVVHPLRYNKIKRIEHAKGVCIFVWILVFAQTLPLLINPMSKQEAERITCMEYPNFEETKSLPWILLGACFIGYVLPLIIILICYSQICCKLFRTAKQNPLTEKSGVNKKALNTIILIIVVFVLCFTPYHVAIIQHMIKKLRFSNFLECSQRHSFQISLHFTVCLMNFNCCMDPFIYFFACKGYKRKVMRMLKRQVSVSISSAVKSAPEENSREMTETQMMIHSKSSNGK
APOBEC3A inh = inhibitors of human APOBEC3A DNA deaminase. P31941. recombinant A3A, FAM/TAMRA ssDNA deamination fluorescence. inhibition, % at 20 µM. hit rate 0.41% among 330,000;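 active means at least 40% inhibition at 20 µM here, with at most 30% in a related deaminase screen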;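 further: plate controls were A3A with DMSO for no effect and wells lacking A3A enzyme for full effect; some results filed as inactive read as strong as hits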
CCR6 antag = CCR6 (human) receptor antagonism | P51684 | CHO-K1 CCR6 PathHunter beta-arrestin, luminescence, CCL20-stimulated | inhibition, % at 20 µM | hit rate 0.49% among 340,000 | AID 493098;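 active means compounds whose inhibition of the agonist-driven luminescence signal at 20 µM reaches about 50%, limit read from the data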;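 further: cells stimulated with CCL20 at 14 nM final; plate controls were DMSO with CCL20 for no effect and DMSO without agonist for full effect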
Target sequence (P51684 whole entry, looked up): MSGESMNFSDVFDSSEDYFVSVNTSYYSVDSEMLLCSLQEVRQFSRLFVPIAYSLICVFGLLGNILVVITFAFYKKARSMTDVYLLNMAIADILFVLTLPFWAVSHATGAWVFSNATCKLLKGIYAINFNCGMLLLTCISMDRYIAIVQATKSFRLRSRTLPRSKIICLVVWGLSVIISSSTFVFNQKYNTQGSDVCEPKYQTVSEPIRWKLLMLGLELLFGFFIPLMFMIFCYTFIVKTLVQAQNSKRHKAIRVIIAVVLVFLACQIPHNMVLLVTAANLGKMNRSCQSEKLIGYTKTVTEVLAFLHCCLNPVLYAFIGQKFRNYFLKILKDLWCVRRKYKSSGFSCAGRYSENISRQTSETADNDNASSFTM
CXCR6 block = blocks human CXCR6 beta-arrestin recruitment; CHO-K1 PathHunter CXCR6 beta-arrestin, luminescence; hit rate 0.36% among 360,000; inhibition, % at 20 µM; O00574; in the data active means inhibition above about 34%, passing the limit was not always enough;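 further: antagonist mode with CXCL16 agonist at 10 nM final; 0% = 10 nM CXCL16 with DMSO and 100% = unstimulated wells without agonist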
Target sequence (O00574 whole entry, looked up): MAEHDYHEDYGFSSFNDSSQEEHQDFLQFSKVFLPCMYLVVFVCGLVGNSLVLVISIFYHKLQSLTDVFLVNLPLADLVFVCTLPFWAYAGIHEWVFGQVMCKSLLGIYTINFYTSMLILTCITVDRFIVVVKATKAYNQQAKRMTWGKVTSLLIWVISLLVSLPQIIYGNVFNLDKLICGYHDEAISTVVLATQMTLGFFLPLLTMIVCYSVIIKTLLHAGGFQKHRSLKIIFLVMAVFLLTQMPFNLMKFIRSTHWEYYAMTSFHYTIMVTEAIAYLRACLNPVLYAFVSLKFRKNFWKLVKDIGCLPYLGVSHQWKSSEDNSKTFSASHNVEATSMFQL
MPTP inh = inhibitors of mitochondrial permeability transition pore. isolated mouse mitochondria, Ca2+ swelling absorbance, 30 min. inhibition, % at 10 µM. hit rate 1.4% among 360,000. AID 602449;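 active means inhibition of 50% or more, scaled per plate between neutral and stimulator controls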;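 further: 0% = DMSO wells given calcium and 100% = 1 mM EGTA wells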
NR3A LBD binder = NR3A (human) ligand-binding domain modulation. hit rate 2.5% among 340,000. Tm shift relative to glycine control, % at 25 µM. NR3A LBD differential scanning fluorimetry, Tm shift; 0% = protein alone, 100% = glycine-bound protein. AID 1259313;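 active means melting temperature shift of at least 10% of the positive control shift, at one fixed dose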
The depositor's hits bear a star; · = not tested or not shown. The order is random; overall some 5.8% were active at least once.

SMILES | Gli-Sufu antag | A3G deaminase | EBI2 block | APOBEC3A inh | CCR6 antag | CXCR6 block | MPTP inh | NR3A LBD binder
COC(=O)C1=C(C)N(c2ccc(OC)c(OC)c2)C(=O)/C1=C\c1cccs1 | 13 | -1 | 13 | 4 | 18 | 5 | 0.4 | -1
Cc1noc(C)c1CSCC(=O)N(C)CC(=O)Nc1ccccc1Cl | -2 | 4 | -6 | 2 | -9 | 2 | -0.1 | 0
CC(OC(=O)c1ccc(S(=O)(=O)N(C)c2ccccc2)cc1)C(=O)NCCC1=CCCCC1 (centres undefined) | -7 | -2 | 14 | 4 | 18 | 2 | 1.9 | -1
O=C(c1cc2nc(-c3ccco3)cc(C(F)(F)F)n2n1)N1CCc2ccccc2C1 | 2 | -5 | 2 | -4 | 6 | 3 | 0.7 | 1
CCc1nnc(NC(=O)CSc2ccc(-c3nc4ccc(C)cc4[nH]3)cn2)s1 | 4 | -4 | 2 | 0 | -10 | -8 | 4.5 | -3
COc1cc(N(C(=O)Cc2cccs2)C(C(=O)NC2CCCCC2)c2ccc(C)cc2)ccc1-n1cnnn1 (centres undefined) | 12 | -1 | 21 | 12 | 19 | 3 | 0.0 | 6
CCOC(=O)c1ccccc1NC(=O)COC(=O)CSc1ccccc1 | -10 | -10 | -4 | 1 | 11 | 4 | 0.6 | 1
Fc1ccc(CSc2nnc(-c3cccnc3)n2Cc2ccco2)cc1 | -4 | -10 | 13 | -4 | -26 | 5 | -0.7 | -3
O[C@@H]1CN(C2CCCCC2)CC[C@H]1N1CCN(CCc2ccccc2)CC1 | 28 | -1 | -7 | -2 | -7 | 1 | 0.9 | 0
C=CCn1c(=O)c2ccccc2n2c(SCC(C)=O)nnc12 | -6 | -4 | 1 | 0 | 3 | -5 | -2.7 | -3
CC(=O)c1cccc(NC(=O)COc2ccc(S(=O)(=O)N3CCOCC3)cc2)c1 | -2 | -6 | -15 | -5 | 3 | 6 | -0.3 | 0
Cc1ccc(S(=O)(=O)N2CCCCC2)cc1NC(=O)COc1ccccc1 | 0 | -1 | -2 | 2 | 25 | 5 | 1.4 | -1
Cc1ccc(O)c(NC(=O)c2ccco2)c1 | -7 | 2 | -3 | 4 | 10 | 1 | -1.7 | 2
COC(=O)Cn1c(=NC(=O)CSCC(=O)NC2CCCCC2)sc2cc(OC)ccc21 | 0 | -2 | 7 | 3 | 20 | 2 | -1.0 | 0
Cc1oc(-c2ccccc2Cl)nc1CS(=O)(=O)CC(=O)NC(C)c1ccccc1 (centres undefined) | 1 | -3 | -4 | -2 | -4 | -1 | 0.1 | 0
O=S1(=O)CCN2C(c3ccc4c(c3)CCCC4)=CSC2=N1 | 2 | -7 | 4 | -3 | 9 | -5 | 3.3 | 0
CCN(CC)C(=O)[C@H]1C[C@H](CC(=O)NCCN2CCOCC2)C(=O)N2CCc3c([nH]c4ccc(Cl)cc34)[C@]12C | 3 | 2 | -4 | 5 | 7 | -2 | -1.0 | -2
CCN(CC)S(=O)(=O)c1ccc(C(=O)NCCN(C)C)cc1 | 1 | -6 | -1 | -1 | -4 | 0 | -0.6 | -2
O=C1CCC([N+](=O)[O-])C(c2ccccc2Br)N1 (centres undefined) | -3 | 2 | 4 | 1 | -1 | -10 | -0.7 | -3
CC(=O)N1CCN(S(=O)(=O)c2ccc(C)c([N+](=O)[O-])c2)C1C(C)C (centres undefined) | 5 | -6 | 2 | -2 | -8 | 8 | -0.9 | -1
CCn1ncc(Br)c1C(=O)Nc1cc(C)on1 | 0 | -9 | -14 | -2 | 1 | -14 | 0.0 | 3
O=C1/C(=C/c2cccnc2)CCc2c1[nH]c1ccccc21 | -22 | -7 | -2 | 4 | 1 | -10 | -0.7 | -2
O=C(O)c1ccc(COc2ccccc2/C=C2\NC(=O)N(Cc3ccc(F)cc3)C2=O)cc1 | 4 | -8 | -7 | -3 | 11 | -4 | -0.6 | 0
CC1CCc2cc(F)ccc2N1C(=O)c1ccc2c(c1)OCO2 (centres undefined) | 4 | -5 | 0 | -3 | 12 | 4 | 1.4 | -1
O=[N+]([O-])c1ccc(N=NN(CCO)CCO)cc1 | -18 | 0 | 5 | 4 | 11 | 1 | 0.2 | 2
CCC(C)NC(=O)CNS(=O)(=O)c1ccc(C)cc1 (centres undefined) | 2 | 0 | -18 | 2 | 1 | 0 | -3.2 | 0
CC(=O)c1cccc(NC(=O)c2ccc(S(=O)(=O)N3CCCC3)cc2)c1 | -9 | -7 | 4 | 0 | 15 | 1 | 0.5 | -3
COc1ccccc1CNC(=S)Nc1ccc2nc(N3CCN(C)CC3)cc(C)c2c1 | 3 | -5 | 6 | 2 | 7 | -6 | 0.5 | 0
NCCSC1CC(=O)N(c2ccc(F)cc2)C1=O (centres undefined) | -22 | -4 | -10 | -5 | -6 | -2 | -1.2 | 1
O=S(=O)(c1ccc(Cl)cc1)N1CCCCCC1 | 0 | -2 | -11 | -2 | 6 | -10 | -0.8 | 2
CCCN1CCN(CCCNC(=O)CCNC(=O)Cn2ccc3ccccc3c2=O)CC1 | 3 | -2 | -15 | -3 | 14 | -2 | -0.5 | 0
O=C(Nc1ccc(F)cc1)Nc1cnccn1 | 3 | 19 | -4 | -2 | 9 | -12 | -1.0 | 1
CCOc1ccc(NC(=O)c2cccc3ccccc23)cc1 | · | 4 | -6 | -2 | -15 | -7 | 0.8 | 42*
COc1ccc(-c2c(-c3ccc(O)cc3O)n[nH]c2C)cc1OC | 7 | 1 | 11 | 8 | 1 | 8 | -1.0 | -12
COc1ccc(S(=O)(=O)N(C(C)=O)c2ccc(OC(C)=O)c3ccccc23)cc1[N+](=O)[O-] | 13 | -3 | -1 | -1 | 9 | -15 | 3.3 | -1
COC(=O)c1sccc1NC(=S)N1CCN(C)CC1 | 1 | -4 | 6 | 2 | -3 | 6 | 1.7 | 0
C/C(=N/NC(=O)c1sc(NS(=O)(=O)c2ccc(C)cc2)nc1C)c1sc(N)nc1C | 1 | -3 | -6 | -1 | 3 | -1 | -2.0 | -1
CCN(CCO)C(=S)Nc1cc(C(=O)OC)ccc1C(=O)OC | 97* | -1 | -7 | -2 | -2 | 13 | 0.3 | -2
CCOC(=O)C1CCN(c2ncnc3c2nnn3Cc2ccccc2Cl)CC1 | -6 | -1 | -1 | 1 | 14 | 3 | 0.4 | 3
Cc1ccc(NC(=S)NC2CCCCC2)cc1S(=O)(=O)N(C)C | 16 | -13 | 4 | -3 | 7 | -10 | 20 | -3
CCC(C(=O)NCCc1ccc(OC)cc1OC)n1nc(C)n2c(cc3occc32)c1=O (centres undefined) | -9 | -7 | 11 | -7 | 14 | 8 | -1.1 | 5
CN(C)S(=O)(=O)c1cccc(NC(=O)COC(=O)CCOc2ccccc2)c1 | -14 | -7 | -13 | 5 | -9 | -5 | -3.4 | 1
COc1ccc(C2CC(=O)Oc3cc(O)cc(O)c32)cc1 (centres undefined) | 0 | -8 | -4 | 0 | 9 | 8 | 0.1 | -4
CCOc1ccc(CNC(c2ccccc2)c2ccccc2)cc1 | 10 | 0 | -1 | 1 | 11 | -6 | 1.7 | 2
CC(OC(=O)[C@@H]1CCCN1C(=O)c1cccs1)C(=O)Nc1cccc([N+](=O)[O-])c1 (some centres undefined) | 10 | -5 | 5 | -4 | 18 | -4 | 1.2 | -2
Cc1cc(C)cc(NC(=O)CSc2nnc(CNC(=O)c3cccs3)o2)c1 | -3 | -3 | -1 | -2 | 14 | 3 | -2.3 | 5
CCC(C)NC(=O)c1cc(S(=O)(=O)N2CCCCC2)c[nH]1 (centres undefined) | 9 | -6 | -8 | -1 | 1 | 7 | -1.6 | -2
O=C(CNC(=O)c1ccccc1)NC1(C(=O)NC2CCCCC2)CCCCC1 | -9 | -7 | -8 | -1 | 5 | 2 | -1.4 | -1
CN(CC(=O)OCC(=O)c1c(N)n(C)c(=O)n(C)c1=O)S(=O)(=O)c1ccc(Cl)cc1 | 3 | -4 | -3 | -1 | 14 | -1 | 0.3 | 0
COc1ccc(NC(=S)N(CCC(C)C)C2CCN(C(C)C)CC2)cc1 | -11 | -4 | 33 | 4 | 15 | 8 | 0.5 | 0

Next part, starting with the last four of the part before.
SMILES | Gli-Sufu antag | A3G deaminase | EBI2 block | APOBEC3A inh | CCR6 antag | CXCR6 block | MPTP inh | NR3A LBD binder
CCC(C)NC(=O)c1cc(S(=O)(=O)N2CCCCC2)c[nH]1 (centres undefined) | 9 | -6 | -8 | -1 | 1 | 7 | -1.6 | -2
O=C(CNC(=O)c1ccccc1)NC1(C(=O)NC2CCCCC2)CCCCC1 | -9 | -7 | -8 | -1 | 5 | 2 | -1.4 | -1
CN(CC(=O)OCC(=O)c1c(N)n(C)c(=O)n(C)c1=O)S(=O)(=O)c1ccc(Cl)cc1 | 3 | -4 | -3 | -1 | 14 | -1 | 0.3 | 0
COc1ccc(NC(=S)N(CCC(C)C)C2CCN(C(C)C)CC2)cc1 | -11 | -4 | 33 | 4 | 15 | 8 | 0.5 | 0
COc1ccccc1NC(=O)c1ccc(Br)c(S(=O)(=O)N2CCCC2)c1 | 17 | -8 | -4 | 1 | -1 | 6 | -0.8 | 5
CC1CCC2(CC1)NC(CO)(CO)CO2 (centres undefined) | -2 | 0 | -14 | -4 | -8 | -2 | -0.6 | 1
CCCC(=O)N1CCN(c2nnc(-c3ccccc3)c3ccccc23)CC1 | -6 | -8 | -8 | -9 | 6 | -5 | -0.2 | 1
CC(=O)N1CC2(c3ccccc3)CN(C(C)=O)CC(c3ccccc3)(C1)C2=O | -12 | -8 | -3 | -2 | 6 | -4 | -0.4 | -2
Cc1ccc(S(C)(=O)=NC(=O)c2cc(C)on2)cc1 (centres undefined) | 1 | 2 | -2 | 5 | 8 | 2 | 3.0 | 1
COc1ccccc1C(=O)NCCC(=O)N1CCN(S(=O)(=O)c2ccc(Cl)cc2)CC1 | 3 | 0 | 6 | 1 | 11 | -1 | 0.2 | 2
COC(=O)c1cc(S(=O)(=O)NCCc2sccc2C)c[nH]1 | -2 | -3 | -4 | 0 | 11 | 7 | 1.3 | -2
N#Cc1sc(NCc2cccc(Cl)c2)nc1Cl | 4 | -10 | 4 | -3 | 21 | -10 | 10 | -14
COc1ccccc1OCc1nnc(SCC(=O)Nc2nnc(C3CC3)s2)n1C | -13 | -2 | 2 | 5 | 10 | -12 | 0.0 | -1
COc1ccccc1-c1nnc(NC(=O)c2cccc(N3C(=O)CCC3=O)c2)o1 | -6 | -8 | -8 | -3 | -4 | 12 | -1.3 | -1
COc1ccc(/C=C/C(=O)NCCCN2CCCC2)cc1 | -3 | -3 | -1 | -2 | 3 | -6 | 0.2 | 0
Clc1ccc(/C=N/N2CCN(Cc3ccccc3)CC2)cc1 | -1 | -4 | -18 | -2 | 14 | -4 | 0.7 | 8
CCSc1nc(N2CCOCC2)c2ccccc2n1 | -9 | 0 | 9 | 4 | 12 | 14 | 4.9 | 1
CCCCn1c(N)c(N(CCC(C)C)C(=O)c2ccc([N+](=O)[O-])s2)c(=O)[nH]c1=O | 0 | -14 | -2 | 0 | 7 | -18 | 0.2 | -1
Cc1occc1C(=O)N1CCN(c2ccc(Cl)cc2)CC1 | 0 | -4 | 9 | -5 | 6 | -8 | -0.9 | 0
CC(C)CCNC(=O)Cc1ccccc1[N+](=O)[O-] | -3 | -2 | 0 | -1 | -7 | -3 | 0.7 | -3
Cc1ccc(C2/C(=C(/O)c3ccc(Br)cc3)C(=O)C(=O)N2Cc2ccco2)o1 (centres undefined) | 4 | -4 | -5 | -1 | -1 | -8 | -2.0 | 3
CC(=O)NC(CCS(C)(=O)=O)C(=O)Nc1ccc(Oc2ccccc2)cc1 (centres undefined) | 2 | -9 | 0 | -4 | 11 | 4 | -0.9 | 0
Cc1ccc(S(=O)(=O)c2c(N)n(-c3ccccc3)c3nc4ccccc4nc23)cc1 | 0 | -6 | 8 | -3 | 8 | -14 | 2.5 | -5
